# High-throughput results deposited in PubChem BioAssay by National Center for Advancing Translational Sciences (NCATS).
# D3 antag – blocks the human D3 dopamine receptor. P35462. D3R cells, DiscoveRx beta-arrestin luminescence, antagonist mode; active compounds read low. max response, negative = inhibition, %. hit rate 2.5% among 360,000. AID 652054; in the data active means max response below about -50%; inconclusive means no clear call, values can overlap the other calls; further: on the % scale 0 is the no-effect control and ±100 the full control effect; mostly tested at two doses, the higher about 12 µM
# Target sequence (P35462 whole entry, looked up): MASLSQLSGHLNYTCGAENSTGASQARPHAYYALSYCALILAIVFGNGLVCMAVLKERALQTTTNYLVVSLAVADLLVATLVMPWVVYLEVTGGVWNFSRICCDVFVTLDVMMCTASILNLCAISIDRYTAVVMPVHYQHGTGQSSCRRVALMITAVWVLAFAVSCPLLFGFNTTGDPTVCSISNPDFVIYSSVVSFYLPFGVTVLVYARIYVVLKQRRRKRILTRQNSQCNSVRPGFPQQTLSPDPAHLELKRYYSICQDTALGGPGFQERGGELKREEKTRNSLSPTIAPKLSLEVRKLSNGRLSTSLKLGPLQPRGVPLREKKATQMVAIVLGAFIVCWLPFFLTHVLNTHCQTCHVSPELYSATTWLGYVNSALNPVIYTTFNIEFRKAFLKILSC
#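 Cells plated overnight at 1500 cells/well, then exposed to library compounds with dopamine controls for 90 minutes at 37 degrees C. DiscoveRx reagent added for 30–60 minutes at room temperature; luminescence read, quantitative HTS format.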
# PLK1 PBD block – PLK1 (human) polo-box domain binding inhibition; Plk1 PBD binding of FITC phosphopeptide, fluorescence polarization; Potency, µM, inactives show max response, negative = inhibition, most hits filed as inhibitors; hit rate 2.8% among 360,000; AID 720504; further: potency means the concentration at half of the fitted maximal effect; series mostly up to about 57 µM; on the % scale 0 is the no-effect control and ±100 the full control effect; nearly all actives have a fitted effect of over 65% in size
# IL-2 act – activates IL-2 in a cell-based reporter assay. IL-2 activation reporter assay, cell-based qHTS; stimulated with anti-CD3/CD4/CD28 beads; in transgenic mouse T cells. activation, % (series mostly up to about 46 µM). hit rate 0.065% among 360,000; in the data active means activation above about 50%; inconclusive means mostly about 30% to 49%; further: 0% is about no effect
#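 Unstimulated transgenic mouse T cells; 60-min compound exposure; bead-based TCR/CD4/CD28 stimulation; 18 h culture, 37 degrees C; dual fluorescence (EGFP, DsRed) plate cytometry.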
# GLP1R ag – agonists of human GLP-1 receptor. AID 624172. Potency, µM (series often up to 45.6 µM), inactives show at the top dose activation, most hits filed as activators. hit rate 0.007% among 380,000. HEK293 GLP-1R CRE-luciferase, luminescence, 4-6 h; cells express a hypersensitive GLP-1R form. P43220; further: potency means the concentration at half of the fitted maximal effect; % of control where 0% means no effect
# Target sequence (P43220 whole entry, looked up): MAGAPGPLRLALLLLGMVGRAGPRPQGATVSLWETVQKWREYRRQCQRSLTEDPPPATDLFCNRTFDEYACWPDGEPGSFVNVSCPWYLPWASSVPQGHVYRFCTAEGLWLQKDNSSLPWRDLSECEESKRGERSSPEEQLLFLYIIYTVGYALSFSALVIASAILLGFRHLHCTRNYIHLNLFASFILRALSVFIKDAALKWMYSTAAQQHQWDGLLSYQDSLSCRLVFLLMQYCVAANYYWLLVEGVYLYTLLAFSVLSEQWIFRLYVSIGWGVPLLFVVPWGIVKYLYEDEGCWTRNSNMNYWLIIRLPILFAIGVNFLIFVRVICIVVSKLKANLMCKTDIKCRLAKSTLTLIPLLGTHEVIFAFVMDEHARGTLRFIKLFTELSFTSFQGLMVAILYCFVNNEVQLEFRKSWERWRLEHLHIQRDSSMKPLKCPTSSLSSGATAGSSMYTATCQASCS
# GLP-1R inv ag – inverse agonists of human GLP-1 receptor | P43220 | HEK293 GLP-1R CRE-luciferase, luminescence, 24 h; GLP-1R form is constitutively active | Potency, µM (top dose mostly 38.3 µM), inactives show at the top dose activity change, negative = inhibition, usual class: inhibitors | hit rate 1.6% among 410,000 | AID 624417; further: potency means the concentration at half of the fitted maximal effect; on the % scale 0 is the no-effect control and ±100 the full control effect; nearly all actives have a fitted effect of over 55% in size
#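 Readout was luciferase luminescence, measured 12 min after detection reagent at room temperature. Beforehand, GLP-1R reporter HEK293 cells had sat 12 h, then received compounds for 24 hr at 37 deg C.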
# HEK293 tox – cytotoxicity counter-screen for GLP-1 receptor inverse agonists; HEK293 cAMP-luciferase reporter cells, luminescence, 24 h; Potency, µM (highest dose often 38.3 µM), inactives show at the top dose activity change, negative = inhibition, usual class: inhibitors; hit rate 0.13% among 410,000; AID 624418;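 further: loss of luciferase light is scored as toxicity; potency means the concentration at half of the fitted maximal effect; on the % scale 0 is the no-effect control and ±100 the full control effect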
#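 Quantitative HTS format, 1536 wells, 200 cells/uL seeded. Compounds: 23 nL, 24 h, 37 °C. Detection: luciferase reagent, luminescence at 12 min RT; decreased signal taken as cytotoxic.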
# PI5P4Ka inh – inhibitors of human PI5P4K alpha | max response, % | AID 652105 | hit rate 1.2% among 330,000 | PI5P4Kalpha enzyme, ADP-Glo luminescence, 60 min; active compounds read low; active means max response of -50% or lower; inconclusive means between -30% and -50%; inactive means -30% or higher; further: value at the top dose of about 77 µM; on the % scale 0 is the no-effect control and ±100 the full control effect
#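 Luminescence from ADP-Glo served as readout of PI5P4Kalpha activity in a qHTS format. Reaction: enzyme, substrate, compound, ATP at 5 microM final, 60 min at RT.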
# WRN inhibitor – WRN helicase (human) inhibition. Q14191. WRN helicase unwinding, fluorescent forked duplex, kinetic. Potency, µM (highest dose often 114 µM), without a hit: at the top dose activity change, negative = inhibition, usual class: inhibitors. hit rate 0.46% among 360,000. AID 651768; further: potency means the concentration at half of the fitted maximal effect; on the % scale 0 is the no-effect control and ±100 the full control effect; nearly all actives have a fitted effect of over 55% in size
#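 Screening of the MLSMR collection measured strand separation of a quenched forked DNA duplex (100 nM) by 20 nM WRN with 2 mM ATP, all final. Compounds were preincubated with enzyme 15 min at room temperature.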
# D3 ag – agonists of human D3 dopamine receptor; P35462; D3R DiscoveRx beta-arrestin cells, luminescence, 90 min; max activation, %; hit rate 0.58% among 410,000; in the data active means max activation above about 30%; further: 0% is about no effect; mostly tested at two doses, the higher about 12 µM
#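 Cells at 1500/well, incubated overnight, then treated with pinned compounds (dopamine as control) for 90 min at 37 degrees C. DiscoveRx reagent added for 30 - 60 minutes at room temperature; luminescence read.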
# * hit, by the source's call; ? = inconclusive; . = no result given; & = joins results of further samples; [ ] = remark or other dose. Unless noted, the call rests on the fitted dose curve; in most records, active means well fitted curve in the direction sought with a large enough effect; inconclusive means small, poorly fitted or top-dose-only effect, or another doubt; inactive means no such curve, though single readings can be large; an effect the other way counts as inactive or inconclusive.
SMILES,D3 antag,PLK1 PBD block,IL-2 act,GLP1R ag,GLP-1R inv ag,HEK293 tox,PI5P4Ka inh,WRN inhibitor,D3 ag
Cn1cnc(S(=O)(=O)N2C[C@@H](O)COC[C@@H]3O[C@H](CC(=O)NC4CCC4)CC[C@H]32)c1,17,-1%,-0.2,.,5%,-8%,-1,3%,0
COc1ccc(CC(=O)N/N=C/c2c(C)n(C)c3ccccc23)cc1OC,-20,-5%,2.9,11%,?,-31%,3,-4%,-17
CC1CCN(CCCNC(=O)C2CC(=O)N(C3CCCCCC3)C2)CC1 (stereo not drawn),-8,-3%,0.6,0%,-8%,12%,1,-6%,-12
CCCCNC(=O)Nc1nc2ccccc2s1,11,-6%,-0.6,45%,-30%,-17%,4,-1%,-5
Cn1c(C(=O)N2CCN(c3ccc([N+](=O)[O-])cc3)CC2)cc2c(=O)[nH]c3ccccc3c21,74,-14%,0.8,6%,3%,-6%,2,0%,1
N#Cc1c2n(cnc1=O)CCCCC2,-3,-1%,0.2,-11%,-2%,-2%,0,-15%,6
Cn1c(CSc2nnc(SCc3ccccc3)s2)nc2ccccc21,22,-7%,1.3,3%,-28%,-24%,.,-4%,-2
O=C(COC(=O)CSc1ccccc1)NCCNC(=O)COC(=O)CSc1ccccc1,-29,-17%,-0.3,9%,12%,13%,-3,-17%,-8
NC(=O)c1ccccc1N=Cc1ccc2ccccc2c1,1,3%,-0.4,-7%,?,-25%,-3,-4%,1
Cc1cccc(NC(=O)CS(=O)(=O)c2cn(C)c3ccccc23)c1,-11,-9%,2.2,6%,8%,0%,-16,1%,0
Cc1cc(C2=NNC(=NC3CCCCC3)SC2)c(C)n1-c1c(C)n(C)n(-c2ccccc2)c1=O,-16,-18%,-0.4,6%,0%,-19%,-3,7%,3
CCOC(=O)c1sc2nc(C)nc(N3CCN(c4ncccn4)CC3)c2c1C,-7,-12%,-0.2,4%,13%,4%,3,-5%,4

# Full records, quoted from the list:
# Results for NC(=O)c1ccccc1N=Cc1ccc2ccccc2c1 : D3 antag = 1; PLK1 PBD block = 3%; IL-2 act = -0.4; GLP1R ag = -7%; GLP-1R inv ag = ?; HEK293 tox = -25%; PI5P4Ka inh = -3; WRN inhibitor = -4%; D3 ag = 1
# Results for Cn1c(C(=O)N2CCN(c3ccc([N+](=O)[O-])cc3)CC2)cc2c(=O)[nH]c3ccccc3c21 : D3 antag = 74; PLK1 PBD block = -14%; IL-2 act = 0.8; GLP1R ag = 6%; GLP-1R inv ag = 3%; HEK293 tox = -6%; PI5P4Ka inh = 2; WRN inhibitor = 0%; D3 ag = 1

# (more compounds)
SMILES,D3 antag,PLK1 PBD block,IL-2 act,GLP1R ag,GLP-1R inv ag,HEK293 tox,PI5P4Ka inh,WRN inhibitor,D3 ag
O=C(NCCc1cccs1)c1ccc(CS(=O)Cc2ccc(Cl)cc2)o1 (stereo not drawn),3,2%,-1.4,0%,-29%,-11%,-1,-1%,2
Cc1ccc(NCc2n[nH]c(=S)n2Cc2ccccc2)cc1Cl,-5,-12%,3.2,2%,?,-21%,-3,-11%,2
COc1ccc(/C=N/NC(=O)c2cccnc2)cc1O,22,8%,-0.2,0%,25%,10%,-6,1%,1
COc1ccc(N(CC(=O)NCCSc2ccccn2)S(C)(=O)=O)cc1,10,-7%,-1.6,-5%,2%,-2%,-2,17%,4
COc1ccc(CNC(=O)COc2cccnc2[N+](=O)[O-])cc1OC,1,-3%,2.9,25%,28%,21%,3,1%,-4
CCC(=O)N=c1sc2c(C)cc(C)cc2n1CC(=O)OC,-19,-14%,-3.1,0%,-9%,0%,4,7%,-4
Cc1cc(C)c2c(=O)[nH]c(SCc3ccccc3C)nc2n1,-66*,-12%,-1.0,24%,83%[activator],-13%,-23,-2%,-4
COC(=O)N/N=C\c1cc(Br)ccc1OCc1ccccc1,15,-7%,-1.1,12%,?,6%[1.53 µM],-3,-21%[57.1 µM],-2
CC1Cc2ccccc2N1S(=O)(=O)c1ccc2c(c1)n(C)c(=O)c(=O)n2C (stereo not drawn),-20,-9%,-3.4,-1%,-3%,3%,.,-11%,10
Cc1ccccc1CNS(=O)(=O)c1csc(C(N)=O)c1,20,2%,-0.7,-7%,10%&-1%,3%&-3%,-2,-3%,11&8
Cc1noc(C(=O)NC2CCCCC2)c1Cl,-1,4%,1.4,6%,30%,-7%,1,4%,-14
COc1cc(C2Nc3ccc4ccccc4c3C3=C2C(=O)CC(C)(C)C3)ccc1OC(C)C(=O)O (stereo not drawn),7,?,-1.1,5%,5%,291%[activator],3,-4%,6
O=C(CN1C(=O)COc2ccc(S(=O)(=O)Nc3ccccc3)cc21)Nc1cccc(Cl)c1,.,.,.,-3%,-27%,-7%,.,.,-12
O=C(CN(C(=O)c1csnn1)c1ccc(Br)cc1)NC1CCCC1,-3,-9%,-2.9,0%,2%,14%,-5,3%,-26
COC(=O)c1cc(NCc2ccccc2F)ccc1N1CCOCC1,-14,-6%,-1.7,2%,5%,4%,.,-4%,4
CC(C)c1ccc(NC(=O)COC(=O)[C@@H]2CCCN2C(=O)c2cccs2)cc1,-11,0%,0.4,8%,-11%,0%,7,-10%,2
O=C(O)c1cccnc1Cl,-12,-12%,-1.4,-6%,10%,0%,0,5%,0
CCOC(=O)Cn1nc(C)cc1NC(=O)c1cccnc1,0,-27%,1.2,4%,0%,7%,2,-1%,-1
Cc1cccc(NC(=O)[C@@H]2CCCN2C2=NS(=O)(=O)c3ccccc32)c1C,16,2%,-0.9,9%,6%,-9%,1,2%,0
Cn1c(SCc2nnc3n2CCCCC3)nc2ccccc21,-23,-8%,-2.9,-5%,11%,11%,.,-4%,-2
CCN(CC)CCCNC(=O)/C(=C\c1cccn1C)NC(=O)c1cccs1,-23,-7%,-3.4,0%,1%,-4%,2,-4%,-4
O=C(Oc1ccc2ccc(=O)oc2c1)c1cccs1,0,1%,-1.6,-18%,0%,140%[activator],3,-2%[57.1 µM],-5
COc1cc(C#Cc2c(-c3cncn3C)n(C)c3ccc(-c4ccc(CN5CCOCC5)cc4)cc23)cc(OC)c1,132,1%,-0.5,3%,-5%,0%,1,9%,57*
CC(C)(C)c1ccc(OCCC(=O)OCC(=O)NC(=O)NC2CCCC2)cc1,16,5%,-0.6,3%,?,-26%,33,-15%,6
CCOc1ccc(OCc2ccc(C(=O)N3CCOCC3)cc2)cc1,20,-13%,-2.4,1%,1%,-22%,-54*,1%,-4
COc1ccc(NC(=O)CSc2nnc3ccc(-c4ccccn4)nn23)cc1OC,-1,1%,1.7,1%,6%,3%,7,-1%,1
CC(C(=O)Nc1cccc([N+](=O)[O-])c1)N1C(=O)NC2(CCCC2)C1=O (stereo not drawn),-3,1%,0.0,4%,12%,0%,2,-7%,-2
CCOc1ccc(CC(=O)C2C(=O)CCCC2=O)cc1OCC,0,-16%,-1.4,-7%,16%,11%,-6,-22%,-1
CN(C)CCCNc1oc(-c2ccccc2Cl)nc1S(=O)(=O)c1ccccc1,-72*,-2%,1.4,-5%,?,-20%,6,5%,-21
O=C(CSc1n[nH]c(-c2ccccc2O)n1)N1CCCc2ccccc21,?,-6%,1.1,7%,?,?,2,-12%,-4
Cc1cccnc1Nc1nc(-c2ccc(O)cc2O)cs1,-7,19µM*,1.7,0%,-17%,-1%,0,-11%,-5
COCCCNC(=S)Nc1ccccc1C,9,-9%,-1.5,-5%,5%,2%,2,0%,2
Cc1cccc(C(=O)NCC(=O)OCC(=O)N(C)CC(=O)Nc2ccccc2Cl)c1,9,-2%,-1.0,-14%,14%,-3%,-11,-14%,3
CC1=C(C(=O)Nc2cccnc2)C(c2cccnc2)n2nc(-c3cccs3)nc2N1 (stereo not drawn),-9,-3%,0.6,-2%,10%,4%,3,-13%,3
Cc1cc(C)c(NC(=S)NCCO)c(C)c1,5,4%,0.5,-3%,16%,-5%,1,0%,-1
COc1cccc(C2C(C(=O)c3ccc(C)o3)=C(O)C(=O)N2CCN2CCOCC2)c1 (stereo not drawn),-23,-3%,-0.5,-7%,0%,-14%,0,-2%,-2

# Not a retest: an excerpt of the list.
SMILES,D3 antag,PLK1 PBD block,IL-2 act,GLP1R ag,GLP-1R inv ag,HEK293 tox,PI5P4Ka inh,WRN inhibitor,D3 ag
CCOc1ccc(CC(=O)C2C(=O)CCCC2=O)cc1OCC,0,-16%,-1.4,-7%,16%,11%,-6,-22%,-1
CN(C)CCCNc1oc(-c2ccccc2Cl)nc1S(=O)(=O)c1ccccc1,-72*,-2%,1.4,-5%,?,-20%,6,5%,-21
O=C(CSc1n[nH]c(-c2ccccc2O)n1)N1CCCc2ccccc21,?,-6%,1.1,7%,?,?,2,-12%,-4
Cc1cccnc1Nc1nc(-c2ccc(O)cc2O)cs1,-7,19µM*,1.7,0%,-17%,-1%,0,-11%,-5
COCCCNC(=S)Nc1ccccc1C,9,-9%,-1.5,-5%,5%,2%,2,0%,2
Cc1cccc(C(=O)NCC(=O)OCC(=O)N(C)CC(=O)Nc2ccccc2Cl)c1,9,-2%,-1.0,-14%,14%,-3%,-11,-14%,3
CC1=C(C(=O)Nc2cccnc2)C(c2cccnc2)n2nc(-c3cccs3)nc2N1 (stereo not drawn),-9,-3%,0.6,-2%,10%,4%,3,-13%,3
Cc1cc(C)c(NC(=S)NCCO)c(C)c1,5,4%,0.5,-3%,16%,-5%,1,0%,-1
COc1cccc(C2C(C(=O)c3ccc(C)o3)=C(O)C(=O)N2CCN2CCOCC2)c1 (stereo not drawn),-23,-3%,-0.5,-7%,0%,-14%,0,-2%,-2

# Next section
SMILES,D3 antag,PLK1 PBD block,IL-2 act,GLP1R ag,GLP-1R inv ag,HEK293 tox,PI5P4Ka inh,WRN inhibitor,D3 ag
NCC12CC3CC(C1)CC(CN)(C3)C2,2,-5%,-1.3,-9%,6%,-15%,1,11%,0
Oc1ccc(/C=N/Nc2cccc(Cl)n2)c(O)c1,2,3%,-0.1,18%,5%,-8%,-26,-5%,-1
Cc1[nH]nc2nc(SCC(=O)NCCC3=CCCCC3)n(-c3ccc(Br)cc3)c(=N)c12,?,-7%,-1.2,5%,?,?,-1,-1%,1
O=C(N/N=C/C=C\c1ccccc1)c1cnccn1,7,-3%,-0.7,9%,6%,4%,-8,-4%,3
COc1ccc(C(=O)NC2CCN(CC(=O)NC3CCCCC3)CC2)cc1,7,-1%,-0.3,11%,16%,11%,2,-1%,-4
